Assay outcomes: PubChem, several laboratories
Rad51 HR inh – Rad51 (human) homologous recombination inhibition; hRad51 DNA strand exchange, fluorescence dequenching; 200,000 tested, 0.085% active; AID 1385; inhibition, % at 10 µM;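 active means inhibition above 40% at the single screening dose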;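 further: 0% = DMSO control wells and 100% = blanks with heterologous ssDNA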
Target sequence (Q06609 whole entry, looked up): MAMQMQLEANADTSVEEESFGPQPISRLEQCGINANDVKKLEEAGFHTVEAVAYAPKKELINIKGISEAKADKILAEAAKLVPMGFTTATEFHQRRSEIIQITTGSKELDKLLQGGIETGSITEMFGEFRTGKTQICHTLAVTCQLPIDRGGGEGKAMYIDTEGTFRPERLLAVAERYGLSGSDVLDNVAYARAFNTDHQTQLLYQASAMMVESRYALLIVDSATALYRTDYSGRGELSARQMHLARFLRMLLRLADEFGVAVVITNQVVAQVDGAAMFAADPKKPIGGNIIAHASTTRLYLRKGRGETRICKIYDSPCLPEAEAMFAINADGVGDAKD
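Test system: preformed human Rad51 ssDNA filaments. Compound dosing: single dose, 10 µM final compound. Incubation: filaments 15 min 37 °C, then compound 30 min. Technique: FRET fluorescence dequenching, excitation 485 nm, emission 520 nm. Read-out basis: percent inhibition from fluorescence, normalised to plate control and blank means. Benchmarks: plate controls and plate blanks.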
Thrombin inh – blocks human thrombin protease activity; alpha-thrombin, Boc-VPR-AMC fluorogenic substrate cleavage; P00734; 220,000 tested, 0.26% active; AID 1046; inhibition, % at 5 µM;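 active means inhibition at or above 40%; inactive means inhibition below 40%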;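 further: 0% = enzyme with no compound and 100% = wells without enzyme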
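Test system: human alpha-thrombin protein / Dosing: one concentration per compound, 5 µM, with 0.2% DMSO / Medium: pH 7.5 Tris-saline with Tween 20 / Benchmarks: no-compound enzyme wells and no-enzyme blanks / Read-out basis: percent inhibition of thrombin substrate cleavage / Timing: reaction at room temperature / Measured by: fluorescence, ex 355 nm, em 460 nm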
PERK inh – inhibitors of human PERK kinase; Q9NZJ5; CHO PERK-DD fusion, SEAP luminescence translation reporter; inhibition, % at 5.6 µM; 220,000 tested, 0.17% active;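 active means inhibition above the mean inhibition of all tested compounds plus 3 SD, set separately per screening campaign, cut at about 2.9% in these data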;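 further: PERK kinase domain activated by AP20187 dimerizer at 100 nM; 0% = DMSO with dimerizer and 100% = rapamycin at 8.4 µM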
FXIIa inh – inhibitors of human coagulation factor XIIa; P00748; purified FXIIa, Boc-QGR-AMC fluorogenic substrate, 2 h; inhibition, % at 5 µM; 220,000 tested, 0.3% active; AID 800; in the data active means inhibition above about 40%;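 further: 0% = enzyme with no compound and 100% = blank without enzyme; many of its hits are not listed in these tables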
FXIa inh 1536 – inhibitors of human coagulation factor XIa. 220,000 tested, 0.14% active. purified FXIa, Boc-Glu-Ala-Arg-AMC fluorogenic substrate. inhibition, % at 5 µM. AID 798;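 active means inhibition of at least 40%; inactive means inhibition below 40%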;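 further: fluorescence of freed AMC excited at 355 nm; 0% = enzyme without compound and 100% = no enzyme blank; many of its hits are not listed in these tables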
Furin inhibitor – blocks human furin protease activity; AID 463115; inhibition, % at 30 µM; 220,000 tested, 0.061% active; purified furin, fluorogenic substrate cleavage; in the data active means inhibition above about 25%; further: inactives centre near -15
Target sequence (P09958 108-714 limits assumed): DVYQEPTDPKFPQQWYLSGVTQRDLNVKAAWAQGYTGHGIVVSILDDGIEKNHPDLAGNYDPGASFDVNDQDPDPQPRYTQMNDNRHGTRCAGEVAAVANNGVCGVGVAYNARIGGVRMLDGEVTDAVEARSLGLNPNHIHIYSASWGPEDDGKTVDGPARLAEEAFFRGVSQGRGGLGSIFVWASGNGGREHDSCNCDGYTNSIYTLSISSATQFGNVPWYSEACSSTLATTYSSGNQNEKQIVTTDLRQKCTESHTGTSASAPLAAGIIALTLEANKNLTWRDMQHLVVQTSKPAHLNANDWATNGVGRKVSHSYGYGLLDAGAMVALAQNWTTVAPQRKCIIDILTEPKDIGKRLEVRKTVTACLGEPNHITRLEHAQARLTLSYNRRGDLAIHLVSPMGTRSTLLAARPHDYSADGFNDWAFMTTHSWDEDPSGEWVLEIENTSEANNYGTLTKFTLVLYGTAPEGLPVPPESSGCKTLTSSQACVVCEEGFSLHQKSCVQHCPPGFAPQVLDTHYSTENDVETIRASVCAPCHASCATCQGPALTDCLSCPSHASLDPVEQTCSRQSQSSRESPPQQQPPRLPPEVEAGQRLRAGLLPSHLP
KCC2 mod – modulators of human KCC2 chloride dependent transport | B-score of Tl+ flux slope (higher = more flux/activation; lower = inhibition) at 10 µM | KCC2 cells, thallium flux FluoZin-2 fluorescence | 190,000 tested, 2.2% active | AID 1456;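 active means thallium flux slope and its plate-corrected score both differing from the plate sample mean at a set confidence after two filtering rounds, in either direction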;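 further: slope of fluorescence scaled to starting intensity during 10 to 20 s after thallium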
Calpain2 inh – calpain II (pig) inhibition; purified calpain II, fluorogenic peptide substrate, 30 min; inhibition, % at 16 µM; 220,000 tested, 0.37% active; AID 1236;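 active means inhibition above about 50%, limit read from the data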
hK5 inh – kallikrein 5 (human) inhibition; recombinant hK5, fluorogenic AMC substrate cleavage; inhibition, % at 5 µM; 210,000 tested, 0.59% active; AID 873;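 active means inhibition of 40% or more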;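 further: 0% = enzyme controls without compound and 100% = no-enzyme blanks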
* marks the source's active call; other numbers are inactive results; i = inactive; . = not tested or not shown; [ ] = another dose, or the depositor's remark.

Second line of a record – Thrombin inh	KCC2 mod	Calpain2 inh	PERK inh	FXIIa inh	Furin inhibitor	FXIa inh 1536	hK5 inh	Rad51 HR inh
1	CCOC(=O)N1CCN(C(=O)c2ccc(Cn3c(=S)[nH]c4cc(OCC)c(OCC)cc4c3=O)cc2)CC1
 : 0.2	-2.79	-46.5	0.6	13.1	-28.9	0.3	.	.
2	CCOc1ccc(-c2cc(C(=O)O)c3ccccc3n2)c(OCC)c1
 : -5.5	-0.0122	-55.3	0.4	11.1	-11.1[20 µM]	-1.3	-15.5	-5.6
3	CC(C)(C)c1ccc(Cn2cnc(-c3ccc([N+](=O)[O-])cc3)c2)cc1
 : -1.8	0.33	11.8	0.2	6.1	-14.5	3.8	-8.9	-3.2
4	Nc1ncnc(Sc2ccc(Cl)cc2)c1[N+](=O)[O-]
 : -3.1	0.031	-10.2	1.1	8.3	-15.7	5.5	-18.8	2.2
5	COc1ccc(N2CC(NC(=O)NCC(C)C)CC2=O)cc1 (stereo not drawn)
 : -10.3	-0.345	18.7	0.3	-1.9	-5.7	-6.0	-12.2	1.2
6	COC(Cc1n[nH]c(=S)n1-c1ccc(Cl)cc1)OC
 : -4.2	0.786	3.8	1.1	-7.2	-0.7[20 µM]	-1.0	-0.9	0.0
7	O=C(CSc1nc2c(c(=O)n1-c1ccc(Cl)cc1)SCC2)N1CCCC1
 : -1.3	-2.13	4.6	0.1	15.2	-10.8	3.4	2.8	-2.9
8	O=C(c1ccccc1)N1CCN(Cc2ccccc2Br)CC1
 : -2.7	.	15.8	-0.7	8.9	-12.0[20 µM]	-0.3	-25.5	-1.6
9	COC(=O)C1=NNC2(c3ccc(C)cc3)C(=O)N(c3ccc(C)cc3)C(=O)C12 (stereo not drawn)
 : 4.6	1.05	-22.2	-0.1	8.4	-19.8	-5.5	-5.2	-7.5
10	C[C@@H]1C=C(C(=O)N2CCN(Cc3ccccc3)CC2)O[C@H](OCc2ccc(CO)cc2)C1
 : 2.5	-1.93	0.1	0.3	14.3	-29.3	3.5	4.3	-2.5
11	CC(=O)c1c(C(C)=O)c(C)n(-c2cccc([N+](=O)[O-])c2)c1C
 : -9.4	0.0416	1.6	0.2	9.2	-11.0	4.6	-20.7	6.5
12	O=C(O)c1ccc2c(c1Nc1ccccc1)C(=O)c1ccccc1C2=O
 : -2.3	0.282	37.8	1.8	6.6	-13.1	2.1	0.0	-2.2
13	CCOc1ccc(NC(=O)CN2C(=O)C3CCCN3C2=O)cc1 (stereo not drawn)
 : -8.8	-0.0398	-18.1	0.6	10.1	-14.6	0.5	-10.6	11.1
14	CCOC(=O)c1c(N)sn(-c2ccccc2)c1=S
 : -5.5	0.488	-5.1	0.5	5.0	-19.9[20 µM]	-5.2	0.6	10.4
15	CCC(CC)NC(=O)c1oc2ccccc2c1COc1ccccc1
 : -10.9	0.504	-0.2	0.5	1.4	-10.8	-1.9	-1.6	-7.8
16	COc1cccc2c1C(=O)c1c(O)c3c(c(O)c1C2=O)C[C@@](O)(C(C)=O)C[C@@H]3O[C@H]1C[C@H](N)[C@H](O)[C@H](C)O1
 : 4.4	i	-22.1	-1.4	3.9	1.3	5.2	-1.5	.
17	CCCC(=O)Nc1cccc(NC(=O)c2ccc3c(c2)OCCO3)c1
 : -0.7	-0.59	9.1	-0.2	10.3	-18.5	-2.7	-10.4	-11.3
18	CC1Cc2ccccc2N1C(=O)C1CCCN(S(=O)(=O)c2cccc3nsnc23)C1 (stereo not drawn)
 : -6.1	-0.106	54.8*	-1.7	0.0	-9.4	-2.8	-10.8	5.2
19	CC(C)CCNC(=O)C1CCN(C(=O)N(C)C)CC1
 : -6.6	0.81	5.6	-0.1	1.0	-3.8[20 µM]	-8.0	20.0	3.5
20	CCCCn1c(=O)nc2n(-c3ccccc3C)c3ccccc3cc-2c1=O
 : -5.3	-0.559	-482.2	0.2	-0.8	-35.2	4.7	-27.1	9.3
21	Cc1cc(NS(=O)(=O)c2ccc(NC(=O)CSc3nc4sc(C(=O)O)c(C)c4c(=O)[nH]3)cc2)no1
 : -9.1	0.635	-11.4	1.4	12.3	-24.1	2.1	7.3	-29.4
22	N#C/C(=C\c1ccc(O)c(O)c1)S(=O)(=O)c1ccccc1
 : -6.7	0.0327	-47.5	2.0	9.2	-9.0[20 µM]	2.4	8.2	-3.3
23	O=S1(=O)N=C2CCCN2C(c2ccc(F)cc2)N1 (stereo not drawn)
 : -1.4	-0.557	-6.5	0.0	14.0	-11.7	3.3	-2.7	1.7
24	CCOc1ccc(-c2nc(CN(Cc3ccccc3)C[C@@H]3CCC(=O)N3)c(C)o2)cc1
 : -0.3	.	-19.9	0.5	7.3	-27.9	1.4	-5.7	.
25	C#CC[N+](C)(C)C(C#Cc1ccccc1)CC=C (stereo not drawn)
 : 1.6	0.819	-10.8	0.3	14.7	-14.3[20 µM]	1.6	-5.7	-3.4
26	CCOc1ccc(CCNC(=O)CCc2nc3ccccc3[nH]2)cc1OCC
 : 3.4	-0.0542	-6.7	1.1	-0.6	-25.2	-6.2	-5.5	12.3
27	COc1ccc(-n2c(C)c(C(C)=O)c(C(C)=O)c2C)cc1OC
 : 1.4	.	14.5	-0.5	7.7	-12.5	5.5	-19.7	-5.1
28	Cc1ccsc1S(=O)(=O)N1CCCC(CCC(=O)NCc2ccccc2F)C1 (stereo not drawn)
 : -3.8	-0.281	45.1	-0.9	3.2	-10.5	-4.0	-0.7	.
29	CCOC(=O)C(NC(=O)c1ccccc1)(OCC1(CC)COC1)C(F)(F)F (stereo not drawn)
 : 3.7	0.253	-22.9	-0.2	11.9	-8.3[20 µM]	6.3	-4.7	7.5
30	COc1ccc2c(c1OC)C(=O)N(c1ccccn1)C2
 : 2.3	0.119	-54.0	-0.5	-4.9	-17.1	-10.5	-12.4	2.0

A few values from the entries so far.
hK5 inh, COc1cccc2c1C(=O)c1c(O)c3c(c(O)c1C2=O)C[C@@](O)(C(C)=O)C[C@@H]3O[C@H]1C[C@H](N)[C@H](O)[C@H](C)O1 = -1.5
Calpain2 inh, CC(C)(C)c1ccc(Cn2cnc(-c3ccc([N+](=O)[O-])cc3)c2)cc1 = 11.8
Thrombin inh, C[C@@H]1C=C(C(=O)N2CCN(Cc3ccccc3)CC2)O[C@H](OCc2ccc(CO)cc2)C1 = 2.5

Carrying on:
Second line of a record – Thrombin inh	KCC2 mod	Calpain2 inh	PERK inh	FXIIa inh	Furin inhibitor	FXIa inh 1536	hK5 inh	Rad51 HR inh
31	CS(=O)(=O)N(CC(=O)Nc1ccc(F)cc1F)c1cccc([N+](=O)[O-])c1
 : 17.0	-0.582	25.1	1.4	21.8	-17.2	11.6	62.8*	-1.4
32	C/C(=N\Nc1nc(-c2ccc(C)cc2C)cs1)c1cc2ccccc2oc1=O
 : -1.0	0.475	-69.2	1.3	6.8	-23.7	5.7	-14.3	0.8
33	CCOc1ccc(-c2nnc(NC(=O)c3ccc(OCC(C)C)c(OC)c3)o2)cc1
 : -7.2	.	-320.7	-1.1	-2.3	-11.7	-18.0	-13.1	-4.5
34	COc1ccc(OC)c(NC(=O)Cn2c(=O)oc3ccccc32)c1
 : -2.2	0.996	-10.2	-0.2	-0.7	-13.9	8.1	3.0	-9.4
35	Cc1cc(C)n(-c2nc(SCCN(C)C)c3c4c(sc3n2)CCCC4)n1
 : -5.4	6.16*	-89.1	-1.0	-4.8	-4.0[20 µM]	-7.0	0.9	-7.8
36	CCOC(=O)c1c(C)[nH]c(C(=O)COC(=O)c2oc3ccc(OC)cc3c2C)c1C
 : -1.1	-0.377	-82.3	0.6	13.0	-1.1	-10.0	-22.1	11.3
37	O=C(O)CCSc1nnc(CNc2ccc(Cl)cc2)n1Cc1ccccc1
 : -0.3	-0.259	-12.8	2.0	9.4	-12.3	5.1	-12.2	.
38	COc1ccc(-n2c3c(cc(C(=O)NC4CCSC4=O)c2=O)C(=O)CC(C)(C)C3)cc1 (stereo not drawn)
 : 3.5	0.898	-94.5	0.1	17.3	-22.2	3.0	-20.9	3.5
39	Nc1nc2ccc(S(=O)(=O)c3ccc4nc(N)sc4c3)cc2s1
 : 0.5	-0.864	-102.0	1.2	11.2	-15.1	4.9	-3.8	4.5
40	N#C/C(=C(/O)CO/N=C/c1ccccc1Cl)c1nc2ccccc2[nH]1
 : -1.9	0.762	17.0	1.8	9.0	-29.4	-3.4	-1.0	3.9
41	COc1ccccc1-c1nc(COc2ccc(Cl)cc2Cl)no1
 : 6.0	-0.00646	0.4	0.3	7.0	-5.0	0.7	-5.5	1.9
42	CCN(CCCNC(=O)CN1C(=O)COc2ccccc21)c1cccc(C)c1
 : -0.3	-1.13	-0.7	-1.0	19.4	-10.6[20 µM]	-7.7	4.4	-1.4
43	CCOc1cc(C2/C(=C(/O)c3ccc(OC(C)C)cc3)C(=O)C(=O)N2CCCOC)ccc1O (stereo not drawn)
 : -7.9	-0.856	0.6	0.8	18.6	-26.4[20 µM]	2.9	-8.5	7.2
44	O=C(Nc1nnc(SCc2ccc(F)cc2)s1)C1CC(=O)N(Cc2ccccc2)C1 (stereo not drawn)
 : -6.1	-1.82	12.9	1.1	6.2	-6.7	7.8	-17.8	8.7
45	O=C1c2ccccc2C(=O)N1CCCc1nc(-c2ccncc2)no1
 : -1.0	0.053	-7.4	0.1	9.8	-28.3[20 µM]	1.4	-22.0	4.0
46	Cn1nc(-c2ccc(C(=O)Nc3cccc(Cl)c3)cc2)c2ccccc2c1=O
 : -10.2	0.981	-96.7	0.5	13.7	-17.3[20 µM]	5.7	-27.3	-9.4
47	CC(NC(=O)Nc1ccc([N+](=O)[O-])cc1)C(c1cccs1)N1CCCC1 (stereo not drawn)
 : 3.6	-1.71	13.2	0.5	15.0	-1.6	8.4	-5.1	8.8
48	COc1cc(C(=O)OCC(=O)c2c(N)n(C)c(=O)n(C)c2=O)ccc1OCCC(C)C
 : -11.2	0.141	7.2	0.5	-4.2	-23.5	-1.2	-2.5	-0.2
49	CCCCCCCCCc1nc2sc3c(c2c(=O)n1NC(=O)c1ccc([N+](=O)[O-])cc1)CC(C)(C)OC3
 : -5.1	0.0459	-68.5	0.7	10.1	-40.1	3.0	-15.3	0.8
50	CCCCNCC#CCOc1cc(C)ccc1C(C)C
 : -2.6	0.301	-7.7	0.2	-0.1	-29.0	2.2	-22.1	5.2

From compound 31 to 32, copied from above:
Second line of a record – Thrombin inh	KCC2 mod	Calpain2 inh	PERK inh	FXIIa inh	Furin inhibitor	FXIa inh 1536	hK5 inh	Rad51 HR inh
31	CS(=O)(=O)N(CC(=O)Nc1ccc(F)cc1F)c1cccc([N+](=O)[O-])c1
 : 17.0	-0.582	25.1	1.4	21.8	-17.2	11.6	62.8*	-1.4
32	C/C(=N\Nc1nc(-c2ccc(C)cc2C)cs1)c1cc2ccccc2oc1=O
 : -1.0	0.475	-69.2	1.3	6.8	-23.7	5.7	-14.3	0.8

A portion of the library; rates above refer to the full screens.
